NPC1 prom act – NPC1 promoter activation | Huh7 NPC1 promoter luciferase reporter, 24 h | Potency, µM (highest dose often 9.22 µM), inactives show at the top dose activation, most hits filed as activators | actives 2.4% (n = 320,000);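 also: % of control where 0% means no effect; nearly all actives have a fitted effect of over 60% in size; reporter is driven by a mutant NPC1 promoter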
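Huh7 cells stably carrying NPC1 promoter–luciferase, plated in Opti-MEM with 10% FBS for 2 h, were exposed to compound in DMSO for 24 h at 37 °C; luciferase reagent was added for 10 min and luminescence read.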
Rab9 promoter act – activates the Rab9 promoter; Huh7 Rab9 promoter-luciferase reporter, luminescence, 24 h; Potency, µM (series often up to 9.22 µM), inactives show top-dose activation, negative = inhibition, hits mostly activators; actives 2.8% (n = 320,000); also: % of control where 0% means no effect; nearly all actives have a fitted effect of over 60% in size
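Stable Rab9-luc Huh7, 1500 cells/well, 2 h settle; cmpd in DMSO, 24 h, 37 °C/5% CO2; luciferase reagent 10 min RT; luminescence.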
BRCA1 expr act – increases BRCA1 expression. Potency, µM (highest dose often 46.1 µM), inactives show at the top dose activation, usual class: activators. MCF7-BRCA1-FFLuc reporter, luminescence, 48 h; response scale: scaled: vehicle 0%, 10 µM genistein 100%. actives 1.1% (n = 380,000); also: nearly all actives have a fitted effect of over 80% in size; some results filed as inactive show a strong effect at the top dose
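Quantitative HTS in MCF7 cells stably reporting BRCA1 expression via firefly luciferase. Compound treatment lasts 48 h at 37 °C in phenol-red free MEM. Activation is expressed relative to genistein at 10 microM and DMSO.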
ELG1 genotoxic – induces genotoxicity in HEK293T cells with luciferase-tagged ELG1 | Potency, µM (top dose mostly 46 µM), for the others: at the highest dose activity change, positive = activation, usual class: activators | HEK293T ELG1-luciferase reporter, luminescence, 16 h | actives 1.3% (n = 330,000); also: % of control where 0% means no effect; nearly all actives have a fitted effect of over 60% in size
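After overnight (16 hr) compound treatment at 37 °C, ELG1-luciferase HEK293T cells were lysed with ONE-Glo; luminescence quantified 30 min later at room temperature.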
p53 reactivation – restores transcriptional activity of mutant p53 | H1299 p53-A138V BP100-luciferase reporter, luminescence, 24 h | Potency, µM (doses to about 92.2 µM), for the others: top-dose activity change, positive = activation, most hits filed as activators | actives 0.063% (n = 320,000) | AID 504706; also: % of control where 0% means no effect; nearly all actives have a fitted effect of over 45% in size
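H1299 (p53-null), stable ts p53-A138V + BP100-Luc; 1000 cells/well, Opti-MEM/10% FBS; cpd 4 pt, 1:5; 24 h, 37 deg C, 5% CO2; detection reagent 10 min RT; luminescence.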
MBNL1 CUG block – MBNL1-poly(CUG) RNA binding inhibition. TR-FRET MBNL1-His/biotin-(CUG)12 binding, 665/545 ratio. Q9NR56. actives 0.036% (n = 280,000). Potency, µM (highest dose often 57.5 µM), for inactives: at the top dose activity change, negative = inhibition, actives largely listed as inhibitors. AID 2675; active = well fitted inhibition curve with a large enough effect in the signal ratio, with a control signal flat, not every such curve was filed as active; inconclusive = small, poorly fitted or top-dose-only effect, or effect the other way, or a change in a side signal; inactive = no such curve, though single readings can be large or run the other way; the % refers to the signal ratio; also: % is scaled to controls: 0 for no effect and ±100 for the full control effect
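MBNL1-His + Biotin-(CUG)12, cpd titration 92 nM–58 uM; Tb anti-His Ab 0.055 ng/ul, SA-XL665 5 nM (final); 60 min RT; ratiometric 665/545 nm, Ex 340 nm; normalized to buffer and full-complex controls.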
CXXC DNA block – blocks binding of human MLL CXXC domain to DNA; Q03164; MLL-CXXC / FITC-HOXA9 DNA fluorescence polarization; Potency, µM (doses to about 115 µM), for inactives: top-dose activity change, negative = inhibition, actives largely listed as inhibitors; actives 0.037% (n = 290,000); active = well fitted inhibition curve with a large enough effect in the polarisation, with a control signal flat, not every such curve was filed as active; inconclusive = small, poorly fitted or top-dose-only effect, or effect the other way, or a change in a side signal; inactive = no such curve, though single readings can be large or run the other way; the % refers to the polarisation
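Steps: dispense CXXC domain solution (7 uM) → pin compounds or unlabeled HOX-A9 DNA control → 5 min ambient → add FLSN-HOX-A9 solution (50 nM) → spin → 30 min ambient → fluorescence polarization. Tris pH 7.5/NaCl/DTT/BSA buffer.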
uPA surface inh – blocks generation of uPA at the cell surface; cell surface uPA generation assay, qHTS; Potency, µM (series often up to 38.3 µM), for the others: top-dose activity change, negative = inhibition, most hits filed as inhibitors; actives 0.31% (n = 330,000); active = well fitted inhibition curve with a large enough effect; inconclusive = small, poorly fitted or top-dose-only effect; inactive = no such curve, though single readings can be large or run the other way; tested in mouse RAW 264.7 cells; also: % is scaled to controls: 0 for no effect and ±100 for the full control effect; nearly all actives have a fitted effect of over 55% in size
RORgamma inh – inhibitors of mouse ROR gamma transcriptional activity | Drosophila S2 Gal4-RORgamma UAS-luciferase reporter, 20 h | AID 2551 | Potency, µM (top dose mostly 53.6 µM), inactives show at the highest dose activity change, negative = inhibition, hits mostly inhibitors | actives 5.4% (n = 310,000) | P51450; also: % is scaled to controls: 0 for no effect and ±100 for the full control effect; nearly all actives have a fitted effect of over 60% in size
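Luciferase reporter read in Schneider cells carrying Gal4-RORγ (mouse) and UAS-Photinus luciferase; cells given compound 1 h before 700 uM copper sulfate induction, then incubated 20 h at ambient temperature.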
VP16 counter – Gal4-VP16 reporter inhibition counter-screen; Drosophila S2 Gal4-VP16 UAS-luciferase, luminescence, 20 h; Potency, µM (series often up to 53.6 µM), inactives show at the top dose activity, negative = inhibition, hits mostly inhibitors; actives 3.5% (n = 310,000); AID 2546;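 also: Gal4-VP16 expression switched on by copper sulfate through the metallothionein promoter; % is scaled to controls: 0 for no effect and ±100 for the full control effect; nearly all actives have a fitted effect of over 50% in size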
FLuc modulator – counter-screen for miR-21 project: firefly luciferase inhibitors or activators | AID 588342 | purified FLuc, Km substrates, luminescence inhibition | actives 6.9% (n = 360,000) | Potency, µM (doses to about 57.5 µM), without a hit: top-dose activity change, negative = inhibition, usual class: inhibitors;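 also: plate controls were vehicle for no effect and reference inhibitor for full effect; nearly all actives have a fitted effect of over 55% in size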
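Biochemical qHTS of compounds, final roughly 60 µM downward over six points, against 10 nM purified firefly luciferase using Km concentrations of substrates (10 uM D-luciferin, 10 uM ATP) in Tris acetate pH 7.5 buffer; luminescence output.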
* = called active by the depositor; ? = inconclusive; / = no result given; [ ] = dose if it differs, or a comment. Unless noted, calls follow the shape of the dose curve; as a rule, active = well fitted curve in the direction sought with a large enough effect; inconclusive = small, poorly fitted or top-dose-only effect, or another doubt; inactive = no such curve, though single readings can be large; an effect the other way counts as inactive or inconclusive. Potency is read from the fitted curve at half-maximal effect. Some of the compounds tested; rates above refer to the full screens.

Values run as follows: NPC1 prom act	Rab9 promoter act	BRCA1 expr act	ELG1 genotoxic	p53 reactivation	MBNL1 CUG block	CXXC DNA block	uPA surface inh	RORgamma inh	VP16 counter	FLuc modulator
CC1CN(C(=O)COC(=O)/C=C/c2ccc(C(F)(F)F)cc2)CC(C)O1 (configuration not stated)
 : 3.4%	6.2%	-3.3%	2.1%	?	/	/	9.1%	/	/	-6.7%
COc1ccc(/C=C2/SC(=S)N(CCC(=O)O)C2=O)cc1
 : -8.0%	-12.1%	-70.7%	-4.0%	-6.2%	?	-29.1%	-23.6%	5.01µM*	?	5.36µM*
COc1ccc(CN(CCC(c2ccccc2)C2CCOC(C)(C)C2)C(C)=O)cc1 (configuration not stated)
 : -1.9%	-4.5%	-26.8%	-7.6%	-12.9%	-18.8%	1.7%	-2.9%	4.8%	-7.8%	1.7%
C=CCN(C(=O)CCC(=O)Nc1cc(C)on1)C(C(=O)NC(C)(C)C)c1ccc(OC)cc1 (configuration not stated)
 : 0.5%	0.1%	-8.1%	-2.2%	-2.1%	-6.9%	-7.2%	/	37.8%	16.1%	-0.7%
Fc1cc(F)c2nc(N3CCCC3)sc2c1
 : 26.2%	?	?	8.3%	?	-1.3%	6.9%	-2.9%	20.3%	19.6%	?
C/C(=N\N1CCN(C)CC1)c1ccc(Cl)c(Cl)c1
 : -0.6%	-2.0%	-3.3%	0.1%	3.1%	-0.5%	0.9%	0.3%	-3.1%	15.3%	-4.7%
O=C(O)c1cccc(-c2ccc(/C=N/NC(=O)c3cccnc3)o2)c1
 : 5.2%	-3.4%	62.8%	2.4%	15.8%	?	-3.2%	10.8%	-26.2%	-5.6%	?
Cc1ccccc1N1C(=O)c2ccccc2NC1c1ccncc1 (configuration not stated)
 : -2.1%	-5.2%	8.2%	1.2%	-8.8%	11.3%	-3.0%	5.2%	-7.0%	0.7%	5.9%
COC(=O)Cn1nc(-c2ccccc2)c2ccccc21
 : -3.8%	-1.7%	-3.2%	-12.5%	-29.1%	-3.0%	?	4.8%	-41.8%	3.4%	-10.0%
COc1ccc(OCCOC(=O)c2ccc(-n3cnnn3)cc2)cc1
 : 0.2%	-2.2%	-12.4%	-1.1%	-1.4%	-6.5%	-8.0%	-0.3%	24.1%	5.3%	-1.7%
CC(=O)c1ccccc1N(C(=O)Cn1nnc2ccccc21)C(C(=O)NCC1CCCO1)c1ccc(N2CCOCC2)cc1 (configuration not stated)
 : -5.0%	0.4%	-8.4%	-0.1%	-2.6%	0.0%	-2.2%	-2.0%	-1.1%	8.5%	-1.0%
COC(=O)Cc1cccc2c(=O)c3ccccc3oc12
 : 0.3%	-8.8%	-3.9%	-0.3%	-5.5%	1.8%	-9.7%	-1.6%	-16.2%	6.3%	2.8%
COc1ccc(OCc2cccc(C(=O)Nc3cc(C)on3)c2)cc1
 : 0.1µM*	0.1µM*	-99.9%[inhibitor]	?	/	4.2%	-4.7%	-3.0%	63.4%	?	3.79µM*
O=C(Cc1ccccc1)NC(C(=O)O)C(O)c1ccc([N+](=O)[O-])cc1 (configuration not stated)
 : -5.1%	-2.7%	-25.8%	-1.2%	-2.0%	7.3%	33.8%[activator]	-6.2%	1.9%	-23.6%	-0.9%
CC(=O)NCCn1c(SCC(=O)NCC2CCCO2)nc2ccccc2c1=O (configuration not stated)
 : -9.3%	-6.1%	2.5%	-1.4%	-7.1%	?	0.8%	/	?	-3.5%	3.3%
CCOC(=O)c1sc(N(Cc2ccccc2)C(=O)CSc2nnc(C3CC3)n2N)nc1C
 : 3.9%	9.6%	8.91µM*	12.9%	12.5%	-4.4%	-8.3%	-4.9%	4.4%	28.4%	?
c1ccc(C2(CNc3ccccn3)CCCC2)cc1
 : -0.1%	-4.8%	-0.1%	-5.6%	1.5%	0.1%	-12.3%	-3.1%	?	-15.1%	2.4%
O=C(Nc1ccccc1)N(Cc1ccccc1)CC(O)C(F)(F)F (configuration not stated)
 : -1.2%	1.5%	-3.7%	-5.7%	-5.3%	4.0%	0.4%	11.2%	2.2%	2.8%	0.1%
Cc1ccc(S(=O)(=O)NCC(=O)OCC(=O)Nc2ncc(Cl)cc2Cl)cc1
 : -2.3%	-2.8%	-22.8%	10.8%	-1.5%	1.2%	11.6%	4.7%	-7.3%	-10.9%[0.365 µM]	0.6%
Cc1ccc(OCC(=O)NNC(=O)C2CCN(c3nccc(C)n3)CC2)cc1
 : -2.5%	-6.5%	2.7%	-0.1%	0.9%	-8.5%	-5.0%	-3.9%	1.9%	4.2%	-0.2%
CCN(CC)CCNc1nc(-c2cccs2)c(CC(=O)O)s1
 : 0.6%	-1.0%	-3.1%	2.0%	0.5%	5.9%	15.1%	1.7%	-2.2%	7.2%	0.2%
COc1cc(/C=N/N2C(=O)c3ccccc3NC2(C)c2cccc([N+](=O)[O-])c2)cc(Br)c1O (configuration not stated)
 : -0.3%	-8.2%	-4.5%	3.8%	18.5%	?	1.0%	-9.8%	42.7%	-0.7%	6.2%
CC(CNC(=O)COC(=O)c1cccnc1Cl)c1ccccc1 (configuration not stated)
 : -1.2%	1.5%	1.1%	-0.7%	2.7%	/	/	3.2%	/	/	0.4%
Cc1nn(Cc2c(F)c(F)c(F)c(F)c2F)c(C)c1NC(=O)c1ccc(COc2ccccc2Cl)cc1
 : -5.2%	3.3%	-5.1%	1.0%	0.5%	-5.5%	9.1%	-1.9%	36.4%	-11.7%	1.9%
CSc1nnc(-c2cc(-c3ccc(C)cc3)nc3ccccc23)o1
 : -3.6%	-0.1%	-16.5%	0.6%	1.2%	/	21.0%	4.1%	-5.0%	4.8%	-18.0%
Cc1ccc2nc(SCC(=O)NC3CCCCC3)nc(=O)n2c1
 : 0.0%	10.6%	-18.1%	3.0%	3.1%	/	/	3.8%	/	/	2.8%
COc1ccc(S(=O)(=O)N2CCN(c3ccccc3OC)CC2)cc1C(=O)N1CCCCC1
 : -5.6%	-1.8%	12.9%	-14.5%	1.4%	-5.2%	0.0%	4.5%	0.0%	-20.8%	-0.2%
Cc1cc(N2CCN(C(=O)/C=C/C(=O)O)CC2)c2ccccc2n1
 : -4.3%	1.5%	-1.6%	-10.9%	0.1%	?	-3.8%	-1.2%	-6.0%	3.1%	1.4%
O=C(Nc1ccc(OC(F)F)c(Cl)c1)Nc1ccc2c(c1)OCO2
 : 17.7%	6.5%	-0.5%	-3.0%	18.3%	-5.1%	11.9%	-0.5%	7.1%	9.3%	?
O=C(c1ccccc1)N1CCN(C(=O)c2ccc3c(c2)OCO3)CC1
 : -2.4%	-0.8%	-14.0%	-5.5%	9.5%	-4.0%	-0.6%	0.5%	-10.9%	4.4%	0.0%
CC(C)c1ccc(S(=O)(=O)c2nnn3c2nc(NCC2CCCO2)c2ccccc23)cc1 (configuration not stated)
 : -3.9%	-3.5%	-2.3%	1.5%	-3.9%	2.3%	36.8%[activator]	1.2%	-15.3%	9.0%	-0.8%
O=C(CCC(=O)OCC(=O)c1ccccc1)Nc1cccc2cccnc12
 : -2.5%	-0.9%	0.5%	2.7%	-4.4%	-18.2%	-1.0%	4.9%	2.4%	-12.7%	-11.6%
COCCCNC(=S)Nc1ccc(S(=O)(=O)Nc2cc(OC)nc(OC)n2)cc1
 : -0.3%	0.9%	-15.4%	0.0%	1.8%	-0.4%	?	0.7%	12.4%	0.3%	5.1%
Cc1c(NC(=O)CCC2CCCCC2)c(=O)n(-c2ccccc2)n1C
 : -4.5%	-2.3%	-1.7%	-4.5%	-0.9%	-15.0%	-1.8%	3.7%	-0.5%	-15.9%	0.5%
O=C(NCc1cccc(Cl)c1)c1ccc2nc(N3CCOCC3)sc2c1
 : -1.9%	11.7%	11.4%	0.3%	7.1%	-9.1%	-4.3%	1.5%	25.0%	-14.5%	-14.4%
CC1=C(C(=O)OCC(C)C)C(c2cccc(F)c2)N2C(=O)C(C)SC2=N1 (configuration not stated)
 : 1.1%	-3.8%	-6.2%	-3.0%	-0.1%	-11.1%	-1.5%	0.9%	0.9%	0.1%	1.5%

High-throughput results from PubChem.
